AmpC no deterg – blocks E. coli AmpC beta-lactamase in detergent-free assay; AID 485341; AmpC nitrocefin hydrolysis, absorbance 480 nm, 0.0001% Triton; P00811; hit rate 0.52% among 330,000; Potency, µM (titrated, usually from 57.1 µM), for inactives: at the highest dose activity change, negative = inhibition, hits mostly inhibitors;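 further: potency means the concentration at half of the fitted maximal effect; plate controls were no compound for no effect and no enzyme for full effect; nearly all actives have a fitted effect of over 20% in size; some results filed as inactive show a strong effect at the top dose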
Target sequence (P00811 whole entry, looked up): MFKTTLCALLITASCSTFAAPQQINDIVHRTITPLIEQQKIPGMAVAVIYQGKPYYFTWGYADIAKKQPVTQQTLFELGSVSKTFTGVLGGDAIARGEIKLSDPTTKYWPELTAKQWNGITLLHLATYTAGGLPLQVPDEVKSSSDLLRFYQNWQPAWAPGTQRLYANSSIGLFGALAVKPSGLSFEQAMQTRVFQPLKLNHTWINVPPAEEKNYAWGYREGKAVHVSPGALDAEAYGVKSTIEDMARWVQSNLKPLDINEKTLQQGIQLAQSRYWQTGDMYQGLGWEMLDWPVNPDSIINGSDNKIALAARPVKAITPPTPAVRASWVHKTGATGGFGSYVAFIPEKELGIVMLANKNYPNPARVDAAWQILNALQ
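20 mM phosphate pH 7.0 + 0.01% (detergent screen) or 0.0001% Triton X-100; 5.3 nM AmpC reagent; cpd preinc 15 min RT; nitrocefin (800 uM stock) to start; A480 q20 s × 4 min; Activity was normalised to no-enzyme and no-compound control wells.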
LmPK inhibitor – inhibitors of Leishmania mexicana pyruvate kinase; Q27686; purified LmPK, Kinase-Glo ATP luminescence, 1 h; Potency, µM (series often up to 57.5 µM), for inactives: at the highest dose activity change, negative = inhibition, actives largely listed as inhibitors; hit rate 0.37% among 290,000; AID 1721; further: potency means the concentration at half of the fitted maximal effect; on the % scale 0 is the no-effect control and ±100 the full control effect
Target sequence (Q27686 whole entry, looked up): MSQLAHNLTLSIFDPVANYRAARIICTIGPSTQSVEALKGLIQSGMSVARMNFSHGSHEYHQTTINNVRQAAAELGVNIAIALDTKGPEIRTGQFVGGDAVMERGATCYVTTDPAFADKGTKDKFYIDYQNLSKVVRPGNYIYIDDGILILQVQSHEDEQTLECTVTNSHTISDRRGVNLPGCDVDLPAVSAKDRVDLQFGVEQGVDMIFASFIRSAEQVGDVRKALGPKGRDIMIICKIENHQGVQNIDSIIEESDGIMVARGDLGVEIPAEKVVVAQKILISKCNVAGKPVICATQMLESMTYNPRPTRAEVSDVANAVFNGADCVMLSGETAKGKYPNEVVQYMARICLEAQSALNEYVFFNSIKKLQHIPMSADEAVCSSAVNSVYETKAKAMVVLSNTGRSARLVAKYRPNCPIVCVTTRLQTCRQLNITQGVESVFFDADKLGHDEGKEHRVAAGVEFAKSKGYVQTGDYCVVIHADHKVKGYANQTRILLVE
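Purified LmPK (0.1 nM) with 0.5 mM PEP and 0.1 mM ADP in imidazole buffer pH 7.2 with MgCl2/KCl, 1 h at room temperature. ATP formed was read by luciferase luminescence and normalized to no-enzyme and uninhibited controls.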
Shiga inhibitor – blocks Shiga toxin action in Vero cells; hit rate 9.2% among 290,000; AID 2315; Vero cells, Shiga toxin protein synthesis inhibition reporter; inhibition, % at 38.7 µM; in the data active means inhibition mostly above about 28%, no sharp cut-off; inactive means mostly below about 43%; further: 0% is about no effect
Pf growth 96h – inhibits malaria parasite growth, 96 h; P. falciparum luciferase reporter growth, 96 h; Potency, µM (series often up to 28.7 µM), for inactives: at the top dose activity change, negative = inhibition, most hits filed as inhibitors; hit rate 6.9% among 320,000; AID 504834; further: potency means the concentration at half of the fitted maximal effect; on the % scale 0 is the no-effect control and ±100 the full control effect
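Delayed-death screen, second-generation endpoint: infected erythrocytes, 2% hematocrit, 0.05% parasitemia final; 96 hours at 37 C, 5% CO2; luciferase detection reagent; luminescence decrease equals reduced growth.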
TbPYK inhibitor – T. brucei pyruvate kinase inhibition; TbPYK enzyme, Kinase-Glo Plus ATP luminescence, 45 min; Potency, µM (titrated, usually from 76.8 µM), without a hit: top-dose activity, negative = inhibition, actives largely listed as inhibitors; hit rate 0.12% among 410,000; AID 624173; further: potency means the concentration at half of the fitted maximal effect; on the % scale 0 is the no-effect control and ±100 the full control effect; nearly all actives have a fitted effect of over 50% in size
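Luminescence from Kinase-Glo Plus, added after a 45-minute room-temperature reaction, served as the end-point read-out. The enzyme and substrate were preincubated with compound before ADP (130 uM final) initiated turnover. Concentration-effect curves came from normalized qHTS data.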
Pf growth 48h – inhibits P. falciparum growth in the first generation, 48 h; P. falciparum luciferase growth in erythrocytes, 48 h; hit rate 5.9% among 310,000; Potency, µM (doses to about 28.7 µM), without a hit: at the top dose activity change, negative = inhibition, most hits filed as inhibitors; further: potency means the concentration at half of the fitted maximal effect; on the % scale 0 is the no-effect control and ±100 the full control effect
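Growth was read as firefly luciferase luminescence after a 48 h, 37 C, 5% CO2 exposure of compounds to reporter-bearing P. falciparum cultures (0.1% parasitemia, 2% hematocrit final) in Albumax-supplemented RPMI 1640.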
CHX counter – counter-screen hit for Shiga toxin inhibitors, cycloheximide; cell reporter, cycloheximide protein synthesis inhibition counterscreen; max response, %; hit rate 12% among 300,000; AID 2314; in the data active means max response mostly above about 13%, no sharp cut-off; inactive means mostly below about 14%; further: read at 38.3 µM for the half of the compounds with a filed dose; 0% is about no effect
The depositor's hits bear a star; ? = inconclusive; . = no result given; [ ] = dose if it differs, or a comment. Unless noted, the call rests on the fitted dose curve; in most records, active means well fitted curve in the direction sought with a large enough effect; inconclusive means small, poorly fitted or top-dose-only effect, or another doubt; inactive means no such curve, though single readings can be large; an effect the other way counts as inactive or inconclusive.

SMILES	AmpC no deterg	LmPK inhibitor	Shiga inhibitor	Pf growth 96h	TbPYK inhibitor	Pf growth 48h	CHX counter
C=C(C)C(=O)Nc1cccc(C2=NOC3(C2)C[C@H](C(N)=O)N(C(=O)C(c2ccccc2)c2ccccc2)C3)c1 (stereo partly drawn)	101%[activator]	-1%	-13	?	-3%	?	-7
COCCN(CC1CCCN(C2Cc3ccccc3C2)C1)C(=O)c1cccs1 (stereo not drawn)	1%	4%	29*	29%	-2%	?	27*
O=C(NN1C(=O)C2C3C=CC(C3)[C@H]2C1=O)c1cccnc1 (stereo partly drawn)	-10%	-1%	-3	26%	2%	15%	-1
Cc1nc2nc(CCNS(=O)(=O)c3ccc(Cl)cc3)cn2nc1C	-6%	1%	-2	39%[activator]	-4%	17%	11
CCc1c(O)nc(SCC(=O)NC(C)(C)C)n(-c2ccccc2)c1=O	-23%	2%	7	14%	-2%	13%	-1
CCc1cccc(C)c1NC(=O)C1CC(=O)N(C2CCCC2)C1 (stereo not drawn)	50%	.	.	-10%	-3%	1%	.
CCOc1ccc(N2CC(C(=O)Nc3cccc(S(=O)(=O)N4CCCCC4)c3)CC2=O)cc1 (stereo not drawn)	10%	3%	-10	-7%	3%	-5%	-2
Cc1cc(NCc2ccccc2Cl)n2nnnc2n1	-2%	-3%	-3	?	8%	-19%	-2
Cn1c(C(=O)N2CCN(Cc3ccccc3)CC2)cc2c(=O)n(C)c3ccccc3c21	94%[activator]	13%	-16	?	-8%	.	-7
Cc1nn(C)c(Oc2ccc(Cl)cc2)c1C=O	-10%	2%	-5	46%[activator]	0%	14%	-4
CCNC(=O)COc1cc(C)c(Br)c(C)c1	-2%	1%	-5	-1%	-1%	-11%	-2
COc1ccc(NC(=S)N2CCN(C(c3ccccc3)c3ccccc3)CC2)c(OC)c1	56%	3%	-5	72%[activator]	-15%	5.2µM*	0
COc1ccc2cc[nH]c2c1	-21%	1%	8	?	-7%	-3%	-5
CCC(=O)N(Cc1cc2c(C)cc(C)cc2[nH]c1=O)C1CCCCC1	18%	1%	-11	43%[activator]	2%	?	-5
Cc1ccc2c(c1)c1nnc(SCC(=O)Nc3cccc(Cl)c3C)nc1n2CC(=O)O	-25%	2%	-8	36%[activator]	-6%	15%	-5
CN1C(=O)/C(=C/C=C2\SCCN2C)N(C)C1=S	-13%	-12%	121*	?	-17%	210%[activator]	49*
COc1ccc(-n2c(C(C)(C)C)csc2=Nc2c(C)n(C)n(-c3ccccc3)c2=O)cc1	-20%	1%	17	?	-1%	-5%	3
O=C(NCCc1cccc(Cl)c1)c1ccc2c(c1)OCO2	-28%	-2%	56*	3%	-4%	-31%	32*
CCN(CC)S(=O)(=O)c1ccc(Cl)c(C(=O)Nc2cc(C)nn2-c2ccccc2C(F)(F)F)c1	42%	4%	-1	?	.	?	-3
O=C(COC(=O)C1CCN(S(=O)(=O)c2cccs2)CC1)c1ccc2c(c1)OCCO2	-26%	-2%	-4	39%[activator]	3%	14%	-2
Clc1cccc(Cl)c1Cn1cc(Br)cn1	-21%	0%	-10	8%	1%	.	-3
CCOc1ccc(NS(=O)(=O)c2cc(C(=O)NCCCN3CCCC3=O)ccc2C)cc1	14%	.	.	?	2%	?	.
S=c1[nH]nc(COc2ccccc2)n1/N=C/c1ccc(Br)s1	-20%	-11%	-20	34%[activator]	?	-22%	-4
COc1ccc(S(=O)(=O)N(CC(=O)NC2CC2)Cc2ccccc2)cc1	7%	0%	21	13%	-4%	-7%	-5

Next section, starting with the last 2 of the part before.
SMILES	AmpC no deterg	LmPK inhibitor	Shiga inhibitor	Pf growth 96h	TbPYK inhibitor	Pf growth 48h	CHX counter
S=c1[nH]nc(COc2ccccc2)n1/N=C/c1ccc(Br)s1	-20%	-11%	-20	34%[activator]	?	-22%	-4
COc1ccc(S(=O)(=O)N(CC(=O)NC2CC2)Cc2ccccc2)cc1	7%	0%	21	13%	-4%	-7%	-5
CC(Oc1ccccc1F)C(=O)NC1CCS(=O)(=O)C1 (stereo not drawn)	-7%	3%	12	73%[activator]	4%	58%[activator]	-1
CCCC(=O)NNC(=O)c1c(O)c2ccccc2[nH]c1=O	-16%	0%	-11	8%	-19%	-19%	1
CCCC(=O)C1=C(O)C(C(=O)OC)C(C)(C)CC1=NCCCCCC(=O)O (stereo not drawn)	-9%	-6%	-11	?	-5%	19%	-1
COc1ccc(CCNc2nc(-c3cccnc3)cs2)cc1OC	2%	1%	-10	30%	4%	?	-1
O=C(NCCN1CCCCCC1)C1CCC(CNS(=O)(=O)c2cccc3cccnc23)CC1 (stereo not drawn)	92%[activator]	14%	-12	?	-4%	.	-6
CC(C)NC(=O)COc1ccc(Cl)cc1Cl	0%	-7%	-6	?	4%	.	1
N#Cc1ccc(C(=O)CSc2n[nH]c(=O)n2Cc2ccco2)cc1	-18%	1%	5	27%	-7%	?	1
O=C(NCc1ccccc1)C(c1ccc(F)cc1)N(Cc1ccco1)C(=O)c1ccccn1 (stereo not drawn)	38%	3%	-8	35%[activator]	-21%	-24%	-4
CCN(CC)c1ccc(/C=N/Nc2nc(C)cc(C)n2)cc1	-11%	0%	35	?	0%	?	20
COc1ccc(NC(=O)CN2C(=O)CSC(C)C2=O)cc1 (stereo not drawn)	-9%	-2%	23	24%	-1%	3%	15
COC(=O)CCC(=O)N1CCCC(CO)(Cc2ccccc2)C1 (stereo not drawn)	-7%	-8%	110*	0.37µM*	-2%	19%	32*
Cc1ccc(OCCSc2cc(C)nc(N)n2)cc1	11%	1%	30	21%	2%	?	16
COc1ccccc1NC(=O)NNC(=O)COc1ccc2ccccc2c1	?	-8%	-38	-8%	-11%	7%	24*
CCCN1C(=O)/C(=C\C=C2/Sc3ccccc3N2CC)SC1=S	0%	-15%	-12	49%	.	22%	-3
Clc1ccc(-c2ccn[nH]2)cc1	4%	4%[11.5 µM]	147*	?	3%	149%[activator]	53*
O=C(c1cc2cc(Cl)ccc2[nH]1)N1CCN(Cc2ccc3c(c2)OCO3)CC1	54%	-2%	8	?	1%	?	13*
C/C(=N\Nc1ccccc1)c1c(O)n(-c2ccccc2)c(=O)[nH]c1=O	-22%	7%	20	?	4%	10%	6
COC(=O)Nc1ccc(S(=O)(=O)N2CCN(C)CC2)cc1	-2%	2%	-5	.	9%	0%	1
CNC(=S)NNC(=O)c1ccc(=O)n(Cc2cccc(C(F)(F)F)c2)c1	-25%	-1%	-10	16%	-22%	10%	11
O=C1NC2(CCCCC2)CO1	-16%	2%	-6	-26%	5%	2%	-3
Nc1c(C(=O)O)cnn1-c1ccccc1	-16%	-3%	25	?	-12%	42%[activator]	10
CN(C(=O)COC(=O)COc1ccccc1Cc1ccccc1)c1ccccc1	9%	.	.	10%	-8%	-10%	.
O=C1c2ccccc2N2C(=O)c3ccccc3C2N1Cc1ccccc1 (stereo not drawn)	-23%	1%	-5	?	0%	?	-4
CCCSc1nc(N)c2c3c(sc2n1)CN(C)CC3	-45%	1%	35	?	-4%	?	16
Cc1cc(Br)ccc1OCCCCNC(C)(C)C	55%	-2%	-10	?	10%	?	0
O=C(COC(=O)C1(c2ccc(F)cc2)CCCC1)N1CCc2ccccc21	-12%	4%	-7	?	-11%	?	1
Cc1cccc2c(=O)c(C(=O)N3CCCCCC3)c[nH]c12	-4%	3%	-5	.	-3%	6%	6
O=C(Nc1ccc(F)cc1F)c1cccn(Cc2ccccc2)c1=O	-7%	-11%	41	81%[activator]	-1%	15µM*	37
COc1ccccc1N1CCN(C(=O)CSc2nnc(-c3ccoc3C)o2)CC1	95%[activator]	5%	32	?	-7%	1%	-2
O=C(c1cnn(-c2nc3ccccc3s2)c1)c1ccccc1O	-15%	-7%	47*	?	0%	89%[activator]	30*
CC(OC(=O)Cc1coc2cc3c(cc12)CCC3)C(=O)NC(N)=O (stereo not drawn)	18%	0%	-3	29%	0%	17%	2
N#Cc1ccccc1NC(=O)CN1CCOCC1	-10%	1%	-3	12µM*	5%	5%	-2
CCOC(=O)c1c(-c2ccc(Cl)cc2)csc1NC(=O)CNCc1ccco1	-13%	-4%	-6	?	18%	?	-2
CC(C)=CCc1c(O)cc2oc3c(CC=C(C)C)c(O)c(O)c(CC=C(C)C)c3c(=O)c2c1O	14µM*	5%	18	4%	-3%	13µM*	-2
Cc1cc(S(=O)(=O)N2CCCC(N3CCOCC3)C2)c(C)cc1Cl (stereo not drawn)	71%[activator]	-4%	.	-27%	-1%	-16%	-1
CCOC(=O)C(C)S(=O)(=O)c1ccc(C(F)(F)F)cn1 (stereo not drawn)	-3%	-7%	-6	10%	0%	13%	1

The last four records of the section before are carried over, then new ones follow.
SMILES	AmpC no deterg	LmPK inhibitor	Shiga inhibitor	Pf growth 96h	TbPYK inhibitor	Pf growth 48h	CHX counter
CCOC(=O)c1c(-c2ccc(Cl)cc2)csc1NC(=O)CNCc1ccco1	-13%	-4%	-6	?	18%	?	-2
CC(C)=CCc1c(O)cc2oc3c(CC=C(C)C)c(O)c(O)c(CC=C(C)C)c3c(=O)c2c1O	14µM*	5%	18	4%	-3%	13µM*	-2
Cc1cc(S(=O)(=O)N2CCCC(N3CCOCC3)C2)c(C)cc1Cl (stereo not drawn)	71%[activator]	-4%	.	-27%	-1%	-16%	-1
CCOC(=O)C(C)S(=O)(=O)c1ccc(C(F)(F)F)cn1 (stereo not drawn)	-3%	-7%	-6	10%	0%	13%	1
COc1cc2c(cc1NC(=O)c1ccco1)CCCC2	-5%	0%	57*	.	-8%	.	52*
O=C(COC(=O)COc1ccccc1F)NCCc1ccc(F)cc1	-7%	.	.	-3%	0%	-19%	.
COc1cc(Cl)ccc1OCc1cc(C(=O)NCc2cc(C(C)C)no2)no1	0%	-9%	53*	-4%	-9%	7%	67*
O=C(CN1C(=O)NC2(CCCCC2)C1=O)NCC(=O)Nc1ccc(F)c(F)c1	-7%	.	.	-15%	5%	0%	.
COc1ccccc1-n1c(=O)[nH]c2c(C(N)=O)nc(CC(C)C)nc21	-29%	14%	-16	?	-8%	.	-3
CCN1C(Nc2ccccc2)=NC[C@@H]1Cc1ccccc1	-30%	-1%	-11	-21%	-10%	?	-1
Cc1[nH]c2ccccc2c1/C=N/n1cnnc1	-21%	2%	13	-3%	-11%	-13%	-2
O=c1[nH]c(=S)n(CCC2=CCCCC2)c(O)c1/C=N/N1CCOCC1	-4%	1%	24	22%	-1%	5%	1
COc1cc(C(=O)NNC(=O)CN2C(=O)NC(C)(c3ccc(C)cc3)C2=O)cc(OC)c1OC (stereo not drawn)	-20%	.	.	-25%	4%	?	.
Cc1ccc(C(=O)Nc2cccc(Oc3ccccc3)c2)o1	-32%	6%	34	37%[activator]	-10%	.	30*
Cc1cc(Cl)ccc1C(=O)C1CCCN(Cc2ccon2)C1 (stereo not drawn)	29%	3%	12	?	-1%	10%	1

In the list so far, 2 contain a cyano group:
SMILES	AmpC no deterg	LmPK inhibitor	Shiga inhibitor	Pf growth 96h	TbPYK inhibitor	Pf growth 48h	CHX counter
N#Cc1ccc(C(=O)CSc2n[nH]c(=O)n2Cc2ccco2)cc1	-18%	1%	5	27%	-7%	?	1
N#Cc1ccccc1NC(=O)CN1CCOCC1	-10%	1%	-3	12µM*	5%	5%	-2

Screening results deposited in PubChem by National Center for Advancing Translational Sciences (NCATS).
